Screening results (PubChem)
PfM18AAP inh – PfM18AAP enzyme inhibition | 290,000 compounds, 1.2% hits | AID 1822 | inhibition, % at 7.35 µM | recombinant PfM18AAP, H-Glu-NHMec fluorogenic cleavage;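 active = inhibition above the campaign mean inhibition over all tested compounds plus 3 SD, cut at about 28% in these data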;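 also: 0% = plate median of test compound wells and 100% = 2 mM ZnCl2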
OXTR agonist – human OXTR agonism; CHO-OTR cells, Fluo-8 calcium fluorescence; normalized: DMSO 0%, oxytocin 100%; AID 2435; 320,000 compounds, 0.32% hits; P30559; activation, % at 3 µM;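 active = activation above the mean of all tested compounds plus 3 SD, cutoff set per screening run, cut at about 20% in these data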;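 also: peak over basal fluorescence ratio from a 100 s FLIPR kinetic read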
MEKK2mut PB1 HTS – signal of MEK5 binding to mutant human MEKK2 PB1 domain. percent response, % at 10 µM. 290,000 compounds, 0.35% hits. bead flow cytometry, Alexa488-MEK5 binding to MEKK2 mutant; in the data active = percent response above about 24%, passing the limit was not always enough; also: inactives centre near 1; some results filed as inactive read as strong as hits
GPR7 antag – antagonists of human GPR7 (neuropeptides B/W receptor 1); P48145; GPR7-expressing cells, fluorescence antagonist assay; 290,000 compounds, 1.1% hits; AID 1861; inhibition, % at 4.4 µM; in the data active = inhibition above about 16%, passing the limit was not always enough;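 also: cells stimulated with the agonist NPW; 0% = agonist with vehicle and 100% = vehicle without agonist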
Target sequence (P48145 whole entry, looked up): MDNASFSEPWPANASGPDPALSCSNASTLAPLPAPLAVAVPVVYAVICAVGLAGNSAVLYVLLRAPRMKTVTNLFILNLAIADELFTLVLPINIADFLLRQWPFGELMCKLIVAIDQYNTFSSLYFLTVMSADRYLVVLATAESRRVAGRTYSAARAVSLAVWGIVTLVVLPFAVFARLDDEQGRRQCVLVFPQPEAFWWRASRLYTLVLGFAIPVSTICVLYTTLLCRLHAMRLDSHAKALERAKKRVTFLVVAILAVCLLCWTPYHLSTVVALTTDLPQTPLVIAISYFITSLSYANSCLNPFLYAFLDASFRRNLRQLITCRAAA
OXTR potentiate – potentiators of human oxytocin receptor; AID 2445; CHO-OTR cells, Fluo-8 calcium fluorescence, potentiator mode; 0% = oxytocin EC15, 100% = EC100; activation, % at 3 µM; 320,000 compounds, 0.061% hits; P30559;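 active = activation above that plate's cutoff, the mean activation of tested compounds plus 3 SD, cut at about 6.6% in these data, passing the limit was not always enough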;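 also: 100% uses oxytocin at 75 nM as the full agonist control; some results filed as inactive read as strong as hits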
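System: human OTR in CHO cells / Also added: sub-maximal oxytocin, roughly EC15 / Control set: EC15 oxytocin low, 75 nM oxytocin high / Schedule: 6 min compound pre-incubation at room temperature, 100 s kinetic read / Compound: single-point 3.0 µM / Replication: singlicate / Technique: Fluo-8 calcium dye fluorescence / Read-out basis: % activation of max/min ratio relative to oxytocin controls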
MEKK2wt PB1 HTS – raises or lowers MEK5 binding to wildtype human MEKK2 PB1 domain | bead flow cytometry, Alexa488-MEK5 binding to MEKK2 WT; actives lie on both sides | binding response (% of control), % at 10 µM | 290,000 compounds, 1.1% hits; in the data active = binding response below about 67% or above about 130%; inconclusive = no clear call, values can overlap the other calls; inactive = in between
V1aR counter – activates human V1a receptor in oxytocin agonist counter-screen. P37288. CHO-V1R cells, Fluo-8 calcium fluorescence, agonist mode; 0% DMSO, 100% 3 nM vasopressin. activation, % at 3 µM. 320,000 compounds, 0.25% hits;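 active = activation above the mean activation of all tested compounds plus 3 SD, per screening run, cut at about 20% in these data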;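 also: signal is peak over basal fluorescence ratio across a 100 second FLIPR read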
Target sequence (P37288 whole entry, looked up): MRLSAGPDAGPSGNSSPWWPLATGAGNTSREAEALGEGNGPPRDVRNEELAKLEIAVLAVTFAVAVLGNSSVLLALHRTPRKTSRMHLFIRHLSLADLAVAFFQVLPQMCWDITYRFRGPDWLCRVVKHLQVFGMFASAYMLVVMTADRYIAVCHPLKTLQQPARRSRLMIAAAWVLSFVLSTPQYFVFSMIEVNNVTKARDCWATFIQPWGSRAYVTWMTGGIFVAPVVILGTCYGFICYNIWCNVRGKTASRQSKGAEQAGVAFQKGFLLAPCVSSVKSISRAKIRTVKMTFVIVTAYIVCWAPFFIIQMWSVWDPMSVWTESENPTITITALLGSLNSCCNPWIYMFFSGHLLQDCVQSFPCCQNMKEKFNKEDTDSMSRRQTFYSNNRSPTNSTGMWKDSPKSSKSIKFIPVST
GalR3 antag – blocks the human galanin receptor 3; O60755; 360,000 compounds, 0.44% hits; inhibition, % at 3 µM; AID 651719; HEK293 GalR3-CNG cAMP membrane potential fluorescence; galR3 body fused to GalR1 C-terminus;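 active = inhibition above the screen-wide average plus 3 SD, cut at about 13% in these data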;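 also: forskolin and galanin both at EC90 stimulate the cells; cAMP rise reported by CNG channel membrane potential dye signal; 0% = forskolin plus galanin with DMSO and 100% = forskolin alone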
Target sequence (O60755 1-299 limits assumed): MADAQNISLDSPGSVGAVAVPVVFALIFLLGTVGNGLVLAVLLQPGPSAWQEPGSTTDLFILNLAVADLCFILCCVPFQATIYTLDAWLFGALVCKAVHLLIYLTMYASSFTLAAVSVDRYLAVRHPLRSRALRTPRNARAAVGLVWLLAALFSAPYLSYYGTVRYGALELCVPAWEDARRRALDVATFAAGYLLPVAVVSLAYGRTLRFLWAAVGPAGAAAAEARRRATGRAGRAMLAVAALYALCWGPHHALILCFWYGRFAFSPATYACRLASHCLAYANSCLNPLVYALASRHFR
NALP1 yeast inh – inhibitors of NALP1 inflammasome in yeast; S. cerevisiae NALP1/ASC/caspase-1 growth, X-gal OD620, 72 h; inhibition, % at 10 µM; 280,000 compounds, 0.61% hits; in the data active = inhibition mostly above about 24%, no sharp cut-off; inactive = mostly below about 32%; also: some compounds called inactive have numbers as strong as hits
Starred values were filed as active, the others as inactive; ? = inconclusive; / = not tested or not shown.

SMILES	PfM18AAP inh	OXTR agonist	MEKK2mut PB1 HTS	GPR7 antag	OXTR potentiate	MEKK2wt PB1 HTS	V1aR counter	GalR3 antag	NALP1 yeast inh
COc1ccc(N2CC(C(=O)NCCc3c[nH]c4ccccc34)CC2=O)cc1 (configuration not stated)	-10	2.8	-4	-7	-7	93	1.5	-9	3
CCOC(=O)c1cc(-c2ccc3c(c2)OCO3)nc2onc(C)c12	-6	0.9	-3	-2	3	93	0.1	-5	/
C[C@H](NC(=O)[C@H](Cc1ccccc1)n1c(=O)[nH]c2ccccc2c1=O)C(=O)N1CCC(C(=O)O)CC1	-2	1.6	0	-5	5	92	0.7	-4	20
Cc1ccccc1COc1ccc(/C=C(\C#N)C(N)=O)cc1	-4	-1.9	-12	1	-5	88	2.2	0	14
CC(N=C1NS(=O)(=O)c2ccccc21)c1ccccc1 (configuration not stated)	-5	2.8	6	-3	-9	102	1.4	4	23
O=C(CCN1C(=O)COc2ccccc21)NCCCN1CCN(c2ccc(F)cc2)CC1	-14	-0.7	10	-3	0	118	0.6	-3	3
O=C(N/N=C/c1ccco1)C1(O)c2ccccc2-c2ccccc21	5	0.4	1	-2	-3	95	0.6	-5	/
COc1ccc(/C=N/NC(=O)c2cccc(NC(=O)c3ccccc3Cl)c2)cc1OC	-16	0.3	0	-7	-14	102	0.4	-4	0
COc1ccccc1NC(=S)N1CCCC1	4	1.1	4	-3	1	108	0.4	-7	28
O=C1c2ccccc2NC(c2cccc(O)c2)N1NS(=O)(=O)c1ccccc1 (configuration not stated)	0	0.5	/	-4	0	/	0.8	4	1
CCC1CCC(N2CCN(c3cccc(OC)c3)CC2)CC1 (configuration not stated)	1	/	4	-13	/	114	/	-3	27
COC(=O)c1c(NC(=O)COC(=O)CCNS(=O)(=O)c2ccccc2)sc(C)c1C	1	-0.6	7	-13	-3	107	0.7	-2	-3
Cc1cc(C)c(NC(=O)C(C)Sc2nc3ccc(N4C(=O)c5ccccc5C4=O)cc3s2)c(C)c1 (configuration not stated)	5	-0.6	2	-7	-3	97	0.1	-4	29
Cn1c(N)c(C(=O)COC(=O)COc2ccc(C#N)cc2)c(=O)n(C)c1=O	-5	3.5	-14	-11	5	74	1.6	-6	3
CCOC(=O)c1ccc(CC(=O)c2oc3cc(O)ccc3c2C)o1	16	2.9	-7	4	-9	88	1.6	-7	26
NC(=O)c1sc2nc3c(cc2c1N)CCCCCC3	10	-0.9	2	-6	1	100	-0.3	-5	3
O=C(NCCOCCOCCNC(=O)c1ccccc1)c1ccccc1	-6	-1.0	-3	1	-11	103	0.4	-1	-1
CC(/C=C/c1ccco1)=N\NC(=O)c1cccnc1	13	0.0	0	-3	-3	99	-0.1	-3	24
O=c1[nH]cnc2sc3c(c12)CN(Cc1ccccc1)CC3	22	1.4	1	-9	2	102	-0.2	/	10
COc1ccc(S(=O)(=O)N2CCC(C(=O)N[C@H](C(=O)NCc3ccncc3)C(C)C)CC2)cc1	-5	-0.4	1	-1	-9	99	-0.8	2	30
CCc1c(O)nc(SCC(=O)N(CC)CC)[nH]c1=O	5	0.1	2	-2	-10	99	0.2	11	2
COc1ccccc1-c1nnc(SCC(=O)N2CCC(C)CC2)o1	-6	-0.7	-1	-5	-8	99	-0.5	-3	-1
O=C(COC(=O)CCc1ccccc1)NNC(=O)c1ccccc1	/	1.5	/	/	4	/	1.1	-6	/
Cc1cn(C2C=CC(CO)O2)c(=O)[nH]c1=O (configuration not stated)	1	0.5	5	8	-5	105	1.0	-2	14
COc1cccc(NC(=O)Cn2c(=O)c3c(ncn3Cc3ccccc3)n(Cc3ccccc3)c2=O)c1	-15	-0.6	-27	-3	-12	?	1.1	1	20
CC(=O)N1N=C(c2ccncc2)OC12CCCCCC2	-5	-0.4	3	-6	-6	102	0.7	-3	-54
Cc1ccc(CONC(=O)/N=C/N(C)C)cc1	-1	0.5	10	-11	2	103	-0.5	-3	3
CC(=O)N1CCN(S(=O)(=O)c2cccc(C(=O)Nc3ccc(C)cn3)c2)CC1	-3	0.3	-4	-3	-9	101	0.5	-5	15
COc1cc(C2C(Oc3ccccc3C)C(=O)N2Cc2ccc(F)cc2)cc(OC)c1OC (configuration not stated)	-8	-2.1	0	23*	-9	102	1.9	-3	15
NC(=O)c1ccc[n+](CC(=O)OCCC23CC4CC(CC(C4)C2)C3)c1	-6	1.3	4	-4	4	109	0.2	-1	10
O=C(CSc1nc(=O)n2ccccc2n1)N1CCCc2ccccc21	/	1.0	/	/	1	/	-0.1	3	/
Cc1cc(Br)c(NC(=O)COn2nnc3ccc(S(C)(=O)=O)cc32)c(Br)c1	5	-1.7	-5	-7	-9	94	-0.8	-2	14
C/C(=N/NC(=O)CNC(=O)C1COc2ccccc2O1)c1cccc(O)c1 (configuration not stated)	3	0.9	0	0	-10	108	0.5	-2	9
Cc1cc(C)cc(NC(=O)CSc2nccn2Cc2ccco2)c1	0	-0.9	2	5	-3	103	-0.7	-3	12
Cc1nn2c(=O)c(NC(=O)c3ccc(Cl)cc3)cnc2s1	-14	2.6	4	-6	1	99	1.2	-7	6
CC(NC(=O)C(C(=O)c1cccc([N+](=O)[O-])c1)n1cc(Cl)ccc1=O)c1ccccc1 (configuration not stated)	0	-0.1	-1	-7	3	102	0.1	5	20
COc1ccc(CNC(=O)COC(=O)CC2CC3CCC2C3)cc1OC (configuration not stated)	1	3.1	-2	-5	-7	94	5.3	7	8
CN(CC(=O)Nc1cccc2c1CCCC2)S(=O)(=O)c1ccc(Cl)cc1	-13	-1.3	9	-5	-3	109	0.0	-5	11
CCOC(=O)Nc1ccc2c(c1)N(C(=O)CN(CC)CC)c1ccccc1CC2	-11	/	10	-8	/	112	/	-6	28
COc1ccccc1NC(=O)COC(=O)c1ccc([N+](=O)[O-])s1	1	0.3	-3	-16	-5	98	-0.6	13*	6

In the list so far, two contain a cyano group.
SMILES	PfM18AAP inh	OXTR agonist	MEKK2mut PB1 HTS	GPR7 antag	OXTR potentiate	MEKK2wt PB1 HTS	V1aR counter	GalR3 antag	NALP1 yeast inh
Cc1ccccc1COc1ccc(/C=C(\C#N)C(N)=O)cc1	-4	-1.9	-12	1	-5	88	2.2	0	14
Cn1c(N)c(C(=O)COC(=O)COc2ccc(C#N)cc2)c(=O)n(C)c1=O	-5	3.5	-14	-11	5	74	1.6	-6	3

More entries
SMILES	PfM18AAP inh	OXTR agonist	MEKK2mut PB1 HTS	GPR7 antag	OXTR potentiate	MEKK2wt PB1 HTS	V1aR counter	GalR3 antag	NALP1 yeast inh
CCOC(=O)CSc1nc(C)[nH]c1[N+](=O)[O-]	-2	-0.4	-6	4	-12	90	0.3	1	-8
O=C(Nc1nnc(CCc2ccccc2)s1)c1ccccc1	10	0.5	3	-4	-10	116	1.2	-6	20
COc1cccc(/C(C)=N/NS(=O)(=O)c2ccc(Cl)cc2)c1	-12	0.2	6	-9	1	106	0.6	-6	0
CCN(CC(=O)N1CCN(C)CC1)S(=O)(=O)c1ccc(Cl)cc1	-3	-0.4	4	-1	-18	96	0.1	-4	29
O=C1c2cc(S(=O)(=O)NCCCO)ccc2-c2ccc(S(=O)(=O)NCCCO)cc21	7	0.3	-5	-12	1	97	0.8	-2	-2
O=C(NCCO)c1cc2c([nH]c3ccccc32)c(-c2ccc(F)cc2)n1	1	/	1	-3	/	101	/	-4	2
O=C(C1CCCN1S(=O)(=O)c1cccc2cccnc12)N1CCN(c2ccccc2)CC1 (configuration not stated)	7	1.9	4	2	-5	109	1.1	-1	1
O=C(COc1ccccc1Cl)Nc1cnn(Cc2ccccc2)c1	-3	0.5	11	6	-12	106	1.5	1	14
CCOC(=O)C1=C(O)C(=O)N(c2ccc(S(N)(=O)=O)cc2)C1c1ccccc1 (configuration not stated)	-4	-0.6	11	2	-8	99	0.1	-3	6
CCc1ccc(NC(=O)CN(N=Nc2nonc2C)c2nonc2C)cc1	3	-2.2	-14	5	-15	86	-1.1	-4	15
Cc1sc2ncn(C(C)C(=O)OC3CCCCC3)c(=O)c2c1C (configuration not stated)	-5	-1.7	2	-6	-4	105	-0.8	-3	26
CS(=O)(=O)N(CC(=O)N1CCN(Cc2ccc3c(c2)OCO3)CC1)C1CCCCC1	-2	0.9	5	-5	-11	103	-0.2	1	0
Cc1cc(C(=O)O)oc(=O)c1	-3	0.4	/	-4	-6	/	1.3	-6	8
Cc1c(Cl)ccc2c(C(=O)Nc3cc(C(C)(C)C)on3)cc(-c3ccccn3)nc12	2	-0.5	4	-13	-7	99	-0.5	-3	14
Cc1ccc(N(C(C)C(=O)Nc2ccc3c(c2)OCO3)S(C)(=O)=O)cc1 (configuration not stated)	-2	-1.1	-3	-5	1	96	0.0	-4	17
Cc1ccc(NC(=O)CN2C(=O)S/C(=C/c3ccncc3)C2=O)cc1	14	0.9	6	-4	0	103	2.8	-2	8
Cc1ccccc1/C=N/NC(=O)Cn1cnc([N+](=O)[O-])n1	2	0.9	-5	-21	-16	96	0.5	0	-3
COc1ccc2[nH]c(C(=O)O)c(CCNC(C)=O)c2c1	1	0.7	/	2	-4	/	0.9	-3	-10
COc1cc(OC)cc(C(=O)NC(C(=O)O)C23CC4CC(CC(C4)C2)C3)c1 (configuration not stated)	2	-0.8	1	-6	-18	109	-0.2	1	1
CC(=O)N1c2c(cc(Br)cc2S(=O)(=O)N2CCN(c3ccccc3F)CC2)CC1C (configuration not stated)	-6	1.2	-1	-6	-11	98	7.9	-9	-2
CN(Cc1ccccc1)c1ccc(C(CC(N)=O)NC(=O)c2ccc(Br)cc2)cc1[N+](=O)[O-] (configuration not stated)	0	0.0	-4	5	-10	97	0.0	-5	28
CCCCc1cc(=O)oc2cc(C)cc(OCC(=O)N3CCC(C(=O)O)(c4ccccc4)CC3)c12	-9	-0.3	2	4	-1	105	-0.5	-2	-4
CCN1CCCC1CN(Cc1cc2c(C)cc(C)cc2[nH]c1=O)C(=O)NC1CCCCC1 (configuration not stated)	9	-1.4	13	-10	0	111	-0.5	-4	18
Cc1ccc(S(=O)(=O)CCC(=O)Nc2ccc3nc(C)sc3c2)cc1	-2	1.6	18	-5	-12	121	4.5	-1	22
Cc1ccccc1N1C(=O)C(Cl)=C(N2CCOCC2)C1=O	20	-1.4	-2	16	-20	101	0.5	-6	/
CC1CCCCN1C(C(=O)O)c1ccccc1 (configuration not stated)	6	-1.4	1	1	-6	101	-0.5	-2	15
COc1ccc(CC(=O)NCc2ccccc2)cc1OC	-16	/	7	-14	/	107	/	-10	9
COc1ccc(-c2nnc(-c3cc4c(ccc5ccccc54)oc3=O)o2)cc1	-1	-0.5	4	-8	-10	108	1.8	8	14
CS(=O)(=O)N1CCN(c2nc3ccccc3s2)CC1	-4	-0.2	-1	2	-3	99	-0.8	-2	10
CCN(CC)CCNC(=O)C1CCN(S(=O)(=O)c2c(C)noc2/C=C/c2ccccc2F)CC1	-14	2.9	11	0	-10	136*	3.4	-10	4
